Source: PubChem BioAssay (several laboratories)
Siah-1 displacement = Siah-1 peptide-binding antagonists, primary screen, biochemical, fluorescence polarization, rhodamine-plectin, uHTS (AID 1817); displacement, % at 20 µM, or IC50 in µM where a hit was titrated; Siah-1 / rhodamine-plectin peptide fluorescence polarization; higher % means a stronger effect; 290,000 tested, 0.02% active;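 active = displacement of at least 50% at 20 µM, with a fluorescence ratio check between 0.3 and a set limit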;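 also: plate controls were Siah plus tracer with DMSO for no effect and tracer alone without Siah for full effect; strong numbers were not always called active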
KOR beta-arrestin-1 = kappa opioid receptor blockers – cell-based, luminescence, uHTS (AID 1778); KOR beta-arrestin recruitment, luminescence, antagonist mode; higher % means a stronger effect; 290,000 tested, 0.091% active; inhibition, % at 10 µM, or IC50 in µM where a hit was titrated; also: strong numbers were not always called active
HIV fusion peptide = cell-free HIV fusion peptide-binding blockers – biochemical, uHTS, fluorescence dequenching, primary screen (AID 1986); cell-free peptide binding, fluorescence dequenching, 30 min; higher % means a stronger effect; 290,000 tested, 0.3% active; one-dose inhibition, % at 20 µM; IC50 in µM for titrated hits; in the data active = inhibition mostly above about 52%, no sharp cut-off; inactive = mostly below about 76%; also: some results filed as inactive read as strong as hits
Myeloid diff 2 = myeloid differentiation induction; calls only at 10 µM; ER-HoxA9 myeloid progenitors, lysozyme-GFP differentiation, flow cytometry; 360,000 tested, 1% active;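 active = normalized GFP-positive differentiation at or above the plate's own cutoff, the solvent-only control mean plus 3 SD; inconclusive = no clear call, values can overlap the other calls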;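 also: cells exposed to compound for four days before flow analysis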
PhoP inhibition = PhoP-dependent GFP reporter repression – Salmonella Typhimurium, primary screen (AID 1863); inhibition, % at 50 µM, or IC50 in µM where a hit was titrated; 300,000 tested, 0.16% active; S. Typhimurium PhoP-regulated promoter GFP reporter, 4 h; higher % means a stronger effect;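 active = inhibition over 29.93%, a cutoff 3 SD above the screen mean, later confirmed by dose response; inconclusive = inhibition over 29.93% but no dose response follow-up; inactive = inhibition at most 29.93% or unconfirmed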;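 also: 0% = low Mg2+ inducing control and 100% = high Mg2+ repressing control; strong numbers were not always called active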
NOD2 inhibition = inhibition of NOD2-driven NF-kB reporter – cell-based, luminescence, uHTS, HEK293 (AID 1566). HEK293 NOD2/NF-kB luciferase reporter, luminescence; higher % means a stronger effect. 290,000 tested, 0.63% active. inhibition, % at 4 µM; hits with a dose series show EC50 in µM; also: many of its hits are not listed in these tables
KOR beta-arrestin-2 = kappa opioid receptor activators – cell-based, luminescence, uHTS, primary screen (AID 1777). KOR beta-arrestin recruitment, luminescence; higher % means a stronger effect. one-dose activation, % at 10 µM; EC50 in µM for titrated hits. 280,000 tested, 0.02% active; in the data active = activation above about 50%, passing the limit was not always enough; also: a part of the inactive calls stands beside numbers as strong as those of hits
NOD1 inhibition = NOD1 signaling inhibitors, primary screen, cell-based, luminescence, uHTS (AID 1578). NOD1-driven NF-kB luciferase reporter cells, luminescence; higher % means a stronger effect. inhibition, % at 4 µM, or EC50 in µM where a hit was titrated. 290,000 tested, 1% active; in the data active = inhibition mostly above about 36%, no sharp cut-off; inactive = mostly below about 34%;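 also: HEK-293T reporter cells stimulated with the NOD1 agonist gamma-tri-DAP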
LYP phosphatase = PTPN22 lymphoid phosphatase activity blockers – biochemical, fluorescence intensity, uHTS (AID 1779). one-dose inhibition, % at 11.5 µM; IC50 in µM for titrated hits. 290,000 tested, 0.054% active. recombinant LYP phosphatase, fluorescence intensity; higher % means a stronger effect;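 also: plate controls were vehicle with enzyme for no effect and no enzyme for full effect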
Myeloid diff 2 GFP+ MAC1+ % = also measured in Myeloid diff 2; calls as there; GFP+ MAC1+ double positive, %; measured here: differentiation confirmed by MAC1 staining
* marks the source's active call; other numbers are inactive results; i = inactive; ? = inconclusive; / = no result given; & = joins results of further samples; [ ] = remark or other dose. Rule as the data show it, unless noted: active = inhibition above about 50%; inactive = the rest. Not all compounds are listed (hit frequency here may not be typical).

SMILES | Siah-1 displacement | KOR beta-arrestin-1 | HIV fusion peptide | Myeloid diff 2 | Myeloid diff 2 GFP+ MAC1+ % | PhoP inhibition | NOD2 inhibition | KOR beta-arrestin-2 | NOD1 inhibition | LYP phosphatase
O=S(=O)(NCC1CCCO1)c1ccc(-c2ccc(S(=O)(=O)NCC3CCCO3)cc2)cc1 (centres undefined) | -3.4% | 5.8%[20 µM] | 0.1% | i | 0.9 | -0.2% | / | / | 1.65µM* | -7.4%
Cc1sc2ncnc(N3CCN(S(=O)(=O)c4ccc(Br)cc4)CC3)c2c1C | 0.1% | -28.9% | 1.0% | i | 1.1 | -0.5% | 4.22µM* | 3.1% | 4.21µM* | -2.3%
O=C(C[n+]1ccn(CCCNP2(=O)C=C(c3ccccc3)OC(c3ccccc3)=C2)c1)c1ccccc1 | 6.4% | 37.5% | 0.0% | i | 0.4 | 2.5% | 4.8% | -3.8% | -12.8% | -6.4%
CCOP(=O)(OCC)c1ccc(OP(=O)(c2cccc([N+](=O)[O-])c2)c2cccc([N+](=O)[O-])c2)cc1 | 2.0% | 3.0% | 1.1% | i | 0.3 | -8.4% | 1.4% | 9.3% | -3.1% | -2.5%
Brc1ccccc1 | -1.6% | 17.9% | 0.1% | i | 2.5 | -3.9% | 10.0% | 5.1% | -0.5% | -7.3%
CN1C(=O)/C(=C\c2ccc(N3CCCCCC3)cc2)C(=O)NC1=S | -2.5% | -3.1% | 1.7% | i | 0.7 | -13.5% | -3.8% | 0.7% | -15.0% | -2.3%
O=C1NC(=O)N(c2ccccc2F)C(=O)/C1=C/c1cn(CC(=O)N2CCOCC2)c2ccccc12 | -0.2% | 7.7% | 10.9% | / | / | -4.2% | -0.5% | -0.4% | -5.4% | 2.2%
CC1(C)CC(=O)C(C=NCCN2CCN(C(=O)Cc3ccccc3)CC2)=C(O)C1 | 4.1% | 17.0% | 25.7% | i | 10.2 | 16.1% | 14.7% | -6.0% | 9.0% | -8.8%
CC1(c2ccccc2)NCCN2C(=O)CSC21 (centres undefined) | 5.3% | 28.9% | 0.8% | i | 0.5 | 27.1% | -2.4% | -3.0% | -12.0% | -4.3%
COc1ccccc1N1CCN(Cc2ccc(SC)cc2)CC1 | 1.8% | -32.2%[20 µM] | 0.4% | i | 0.5 | -1.1% | -0.9% | -1.7% | -14.3% | -2.7%
Cc1cc([N+](=O)[O-])c(Cl)cc1NC(=O)C(C)C | 4.9% | -9.0% | -0.6% | i | 0.8 | 0.1% | 8.4% | 9.8% | -30.9% | -1.1%
CCCCC(=O)N/N=C/c1c(O)n(CCc2ccccc2)c(=O)[nH]c1=O | -0.4% | 12.7% | 4.1% | i | 0.4 | / | 20.2% | 3.4% | 0.9% | -1.8%
O=C(c1cccc(N2CCCC2=O)c1)N1CCC2(CC1)OCCO2 | -1.6% | -6.3% | -1.7% | i | 0.4 | 3.4% | 7.0% | / | 2.2% | -6.3%
O=C(COC(=O)c1ccccc1C(=O)c1ccc(Cl)c([N+](=O)[O-])c1)NC1CCCCCC1 | -6.3% | -21.6% | -2.3% | ? | / | -11.1% | / | / | 3.78µM* | 3.6%
Cc1cc(OCc2cc(C(=O)O)oc2C)c2c3c(c(=O)oc2c1)CCCC3 | 1.8% | -47.6% | 8.1% | i | 1.2 | -4.1% | -4.6% | 1.5% | 1.3% | 2.0%
O=c1c2ccccc2nc(/C=C/c2ccc(O)c(O)c2)n1-c1ccccc1 | -9.3% | -13.0%[20 µM] | 16.7% | i | 4.8 | 6.8% | 10.7% | -3.5% | 26.6% | -12.1%
CN1CCN(/N=C/c2c(O)n(CCC3=CCCCC3)c(=S)[nH]c2=O)CC1 | 1.6% | 11.6% | 2.9% | i | 1.1 | -13.5% | 5.5% | -2.6% | -2.9% | 2.3%
O=c1[nH]c(=O)n(C2CCCCCC2)c(O)c1C=NC1CCN(Cc2ccccc2)CC1 | 1.8% | -1.8% | -1.0% | i | 0.7 | -1.5% | 6.0% | -6.2% | 4.1% | 2.2%
O=C(Nc1cccc2ccccc12)N1CCC2(CC1)OCCO2 | 5.0% | 13.6%[20 µM] | 1.2% | i | 0.2 | 5.8% | 0.5% | -3.8% | -24.8% | -10.0%
Cn1c(O)c(C(=N)COc2ccccc2)c(=O)n(C)c1=O | 1.0% | -30.4% | 1.4% | i | 6.2 | -16.7% | 1.6% | 2.4% | -2.9% | -0.8%

2 consecutive records from above, for reference:
SMILES | Siah-1 displacement | KOR beta-arrestin-1 | HIV fusion peptide | Myeloid diff 2 | Myeloid diff 2 GFP+ MAC1+ % | PhoP inhibition | NOD2 inhibition | KOR beta-arrestin-2 | NOD1 inhibition | LYP phosphatase
Cc1cc([N+](=O)[O-])c(Cl)cc1NC(=O)C(C)C | 4.9% | -9.0% | -0.6% | i | 0.8 | 0.1% | 8.4% | 9.8% | -30.9% | -1.1%
CCCCC(=O)N/N=C/c1c(O)n(CCc2ccccc2)c(=O)[nH]c1=O | -0.4% | 12.7% | 4.1% | i | 0.4 | / | 20.2% | 3.4% | 0.9% | -1.8%

The listing continues:
SMILES | Siah-1 displacement | KOR beta-arrestin-1 | HIV fusion peptide | Myeloid diff 2 | Myeloid diff 2 GFP+ MAC1+ % | PhoP inhibition | NOD2 inhibition | KOR beta-arrestin-2 | NOD1 inhibition | LYP phosphatase
Cc1ccc(N2C(=O)NC(=O)/C(=C\c3cc(C)n(-c4ccc(C(=O)O)cc4)c3C)C2=O)cc1 | -8.6% | -8.3% | 12.3% | i | 1.1 | 6.1% | 1.1% | -1.9% | -4.6% | -0.4%
Nc1c(C(=O)OCC2CCCO2)c2nc3ccccc3nc2n1Cc1cccs1 (centres undefined) | -4.6% | 15.2% | 5.2% | i | 0.4 | 13.9% | -1.0% | 1.4% | -11.8% | -8.2%
COc1ccc(CC2c3cc(OC)c(OC)cc3CCN2C)cc1O (centres undefined) | 1.9% | 4.1% | 2.7% | i | 1.7 | 6.5% | -20.6% | 0.3% | 2.0% | -4.0%
CCCCCn1c(N)c(C(=O)NCCN2CCOCC2)c2nc3ccccc3nc21 | -3.7% | -62.9% | -2.3% | i | 0.7 | 2.0% | 4.2% | 7.0% | -13.0% | -13.4%
Cc1cc(/C=C2\C(=O)NC(=O)N(Cc3ccccc3)C2=O)c(C)n1-c1ccc(Cl)c(C(=O)O)c1 | -0.3% | -32.6% | 52.5%* | i | 0.4 | -5.8% | 8.4% | 0.1% | -32.5% | -0.9%
O=C1NC(=O)N(Cc2ccco2)C(=O)/C1=C\c1ccc(-c2ccc(F)cc2)o1 | 17.7% | -9.8% | 145.4% | i | 0.5 | -16.7% | 19.9% | 5.7% | 5.9% | 6.9%
CCCCn1c(O)c(/C=C2/C=CC=N2)c(=O)[nH]c1=O | -0.1% | -4.4% | -2.4% | i | 1.3 | -5.4% | -2.8% | 1.6% | -7.3% | -5.7%
Cc1ccccc1-n1c(O)c(C(c2ccncc2)c2c(O)n(-c3ccccc3C)c(=O)[nH]c2=O)c(=O)[nH]c1=O | -0.3%&3.9% | -4.1%&3.6% | 3.1%&0.5% | i | 0.6&0.3 | -14.1%&-4.3% | 12.7%&10.1% | 0.5%&1.4% | -9.6%&-5.0% | -5.0%&-5.6%
O=C(NC1CN2CCC1CC2)c1cccc(Cl)c1 (centres undefined) | 7.6% | 10.5% | 0.2% | i | 0.2 | -3.3% | -21.2% | -3.6% | 2.5% | -3.7%
CCOC(=O)C1=C(C)OC(N)=C(C(=O)OC)C12C(=O)Nc1ccc(Br)cc12 (centres undefined) | 0.4% | 32.8% | -0.3% | i | 0.7 | -17.2% | 4.4% | -3.8% | -7.1% | -9.2%
CC(C)c1ccc(-n2c(O)c(/C=N/NC(=O)c3ccncc3)c(=O)[nH]c2=O)cc1 | -0.5% | 35.6% | 38.2% | i | 0.7 | -4.8% | -1.0% | 4.3% | -26.0% | 2.3%
CCOC(=O)C1=C(N)OC2=C(C(=O)CCC2)C12C(=O)N(C)c1ccccc12 (centres undefined) | 2.9% | 18.4% | 0.0% | i | 0.8 | -4.1% | 21.9% | 7.2% | -7.5% | -7.5%
CC1(C)C(C(=O)NCc2ccco2)C1(C)C | 0.3% | 4.1% | -0.1% | i | 2.1 | 1.5% | 4.5% | 10.2% | -6.2% | -3.9%
COc1ccccc1CCNC1C2CC3CC(C2)CC1C3 (centres undefined) | -5.4% | 26.2% | 12.6% | i | 0.8 | -6.4% | -17.1% | -3.7% | -7.7% | -1.9%
CC(C(=O)c1ccccc1)N1C(=O)c2ccccc2C1=O (centres undefined) | -8.0% | 14.1% | -1.7% | i | 0.5 | -5.2% | 9.6% | 4.8% | 9.1% | -4.0%
COc1ccccc1-n1c(/C=C/c2ccccn2)nc2ccccc2c1=O | -0.7% | -2.1% | -0.3% | i | 1.3 | -3.1% | 1.0% | -3.6% | 7.2% | -1.8%
COc1cccc(N2C(=O)NC(=O)/C(=C\c3ccc([N+](=O)[O-])s3)C2=O)c1 | 39.1% | 2.2% | 56.3% | i | 0.3 | -5.0% | 9.5% | -3.8% | -23.9% | 4.6%
O=C1NC(=O)N(c2cccc(Br)c2)C(=O)/C1=C/c1ccsc1 | 0.3% | 11.7% | 83.1% | i | 0.9 | -13.2% | 16.3% | 7.8% | 3.9% | -3.9%
CN1CCN(CCOC2c3ccccc3CSc3ccc(Cl)cc32)CC1 (centres undefined) | 9.1% | 3.3% | -2.0% | i | 1.7 | -4.4% | 19.4% | 6.5% | -20.2% | -3.7%
Cc1ccc(CN2CCSc3ccc(C(=O)N4CCC5(CC4)OCCO5)cc32)cc1 | 0.8% | -31.4% | 1.4% | i | 1.8 | -5.3% | 7.7% | -1.8% | -18.2% | -0.8%
CCCCCCn1c(O)c(C=NC2CCCCC2N)c(=O)[nH]c1=O (centres undefined) | -6.6% | 4.0% | -2.7% | / | / | -2.1% | 9.5% | 9.6% | -23.0% | -2.2%
Cn1nnc(CC[N+](C)(C)C)n1 | -5.0% | 10.6% | 0.7% | i | 0.3 | -7.0% | 9.7% | 1.1% | 7.3% | -7.3%
COc1ccccc1Cn1c(SCC(=O)C(C)(C)C)nc2cc(C(=O)N3CCC4(CC3)OCCO4)ccc2c1=O | -4.6% | 22.8% | -2.7% | / | / | -9.7% | -8.0% | 0.0% | 2.4% | 6.9%
CNS(=O)(=O)c1ccc(N=Cc2c(O)n(-c3ccccc3)c(=O)[nH]c2=O)cc1 | 3.9% | 26.9% | 149.5% | i | 0.7 | -1.2% | -9.6% | 1.6% | -42.6% | 2.4%
Fc1cccc(F)c1CN1CCN(Cc2c(F)cccc2F)CC1 | 4.8% | 8.4% | 7.5% | i | 0.6 | 11.0% | 28.1% | 0.2% | 3.8% | -9.2%
CCN1CCN(c2ccc(N)cc2C)CC1 | -0.8% | -14.7% | -1.1% | i | 0.2 | 9.1% | 18.4% | -1.2% | -35.1% | -6.8%
FC(F)(F)Oc1ccc(C2NCc3ccccc3-n3cccc32)cc1 (centres undefined) | 3.3% | 38.8% | -1.8% | i | 0.3 | / | 7.6% | -23.2% | -3.2% | -6.8%
Cc1ccc(N2C(=O)NC(=O)/C(=C\c3ccsc3)C2=O)cc1C | -1.1% | 13.0% | 12.3% | / | / | -19.5% | 13.2% | 2.3% | -5.7% | -0.4%
